# Source: PubChem
# NLRP3 yeast inh = inhibitors of NALP3 inflammasome in yeast; Yeast reconstituted NLRP3/ASC/caspase-1, beta-gal luminescence, 24 h; inhibition, % at 10 µM; hit rate 0.39% among 330,000;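 active = inhibition of 50% or more; inactive = inhibition below 50%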;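 also: plate controls were induced DMSO wells for no effect and uninduced yeast grown without galactose for full effect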
# UPR XBP1 act = adaptive UPR (XBP1) activation; CHO-XBP1 luciferase reporter, IRE1-XBP1 UPR activation, luminescence; percent of tunicamycin response, DMSO as zero; activation, % at 20 µM; hit rate 0.33% among 330,000; AID 463104;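 active = versus positive control, 20 µM dose yields 30% or more activation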;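 also: 100% = tunicamycin at 10 µg/mL and 0% = DMSO only wells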
#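 Material: CHO cell line with stable XBP1 luciferase reporter; buffer or medium: F12 medium containing 10% fetal bovine serum; compound: single point, 20 µM final compound, 1% DMSO; incubation: 6 h treatment, 37 °C; measured by: glow luminescence from Steady-Glo reagent; evaluation: activation, % of tunicamycin; control set: tunicamycin high, DMSO low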
# tim23-1 inh = tim23-1 yeast growth inhibition. inhibition, % at 20 µM. AID 463212. hit rate 1.3% among 330,000. S. cerevisiae tim23-1 growth, BacTiter-Glo luminescence, 24 h;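 active = growth inhibition of the mutant yeast at or above 50%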;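 also: temperature-sensitive mutant grown at 25 °C; plate controls were DMSO-treated mutant yeast for no effect and medium wells lacking yeast for full effect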
# tim10-1 inh = tim10-1 yeast growth inhibition | S. cerevisiae tim10-1 ts strain growth, BacTiter-Glo, 24 h | inhibition, % at 20 µM | hit rate 2.2% among 330,000 | AID 463190;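 active = inhibition of at least 40%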;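 also: mutant grown at 25 °C; 0% = DMSO wells with yeast and 100% = wells holding no yeast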
# APJ ag = APJ receptor agonism | activation, % at 20 µM | P35414 | CHO-K1 APJ PathHunter beta-arrestin, luminescence; 0% DMSO wells, 100% apelin | AID 2520 | hit rate 0.11% among 330,000;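 active = activation more than six SD over the plate average, tested at 20 µM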;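 also: 0% = DMSO alone and 100% = apelin-13 at 10 nM; some results filed as inactive read as strong as hits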
#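 Test system: CHO-K1 APJ beta-arrestin complementation cell line | Compound: Single test compound dose, 20 µM final, 1% DMSO | Incubation: Compound 90 min 25 °C, reagent 1 h | Measured by: beta-gal luminescence | Read-out basis: APJ–arrestin association signal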
# TIM10 inh = TIM10 yeast growth inhibition | S. cerevisiae TIM10 strain growth, BacTiter-Glo luminescence, 24 h | inhibition, % at 10 µM | hit rate 1.4% among 330,000 | AID 463195;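 active = inhibition of 40% or more at the single tested concentration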;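 also: wild-type TIM10 isogenic control strain grown at permissive 25 °C; 0% = DMSO yeast wells and 100% = minimal medium wells without yeast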
# CHOP UPR activ = apoptotic UPR (CHOP) activation | AID 449763 | CHO-CHOP luciferase reporter, luminescence; percent of tunicamycin response over DMSO baseline | hit rate 0.34% among 330,000 | activation, % at 10 µM;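 active = at 10 µM dose, activation of 40% or more, normalized to positive control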;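 also: 100% = tunicamycin at 10 µg/mL and 0% = DMSO alone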
#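 Test system: CHO CHOP reporter cells. Input: 500 CHO-CHOP cells per well. Medium: F12 with 10% FBS. Technique: luciferase luminescence. Measure: percent activation relative to tunicamycin control. Dosing: 10 µM compound, 0.5% DMSO. Timing: 16-18 h cell attachment, then 6 h compound exposure, 37 °C.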
# GRIN3A LBD mod = modulators (binders) of human NR3A ligand-binding domain; NR3A LBD differential scanning fluorimetry, Tm shift; 0% = protein alone, 100% = glycine-bound protein; Tm shift relative to glycine control, % at 25 µM; hit rate 2.5% among 340,000; AID 1259313;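 active = melting temperature shift of at least 10% of the positive control shift, at one fixed dose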
# Mdm2-MdmX inh = human Mdm2/MdmX binding inhibition | inhibition, % at 8 µM | SaOS-2 split-luciferase Mdm2/MdmX complementation, luminescence | O15151+Q00987 | hit rate 3% among 330,000;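 active = inhibition of at least 50% at 8 µM in the primary screen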
# Target sequence (O15151 whole entry, looked up): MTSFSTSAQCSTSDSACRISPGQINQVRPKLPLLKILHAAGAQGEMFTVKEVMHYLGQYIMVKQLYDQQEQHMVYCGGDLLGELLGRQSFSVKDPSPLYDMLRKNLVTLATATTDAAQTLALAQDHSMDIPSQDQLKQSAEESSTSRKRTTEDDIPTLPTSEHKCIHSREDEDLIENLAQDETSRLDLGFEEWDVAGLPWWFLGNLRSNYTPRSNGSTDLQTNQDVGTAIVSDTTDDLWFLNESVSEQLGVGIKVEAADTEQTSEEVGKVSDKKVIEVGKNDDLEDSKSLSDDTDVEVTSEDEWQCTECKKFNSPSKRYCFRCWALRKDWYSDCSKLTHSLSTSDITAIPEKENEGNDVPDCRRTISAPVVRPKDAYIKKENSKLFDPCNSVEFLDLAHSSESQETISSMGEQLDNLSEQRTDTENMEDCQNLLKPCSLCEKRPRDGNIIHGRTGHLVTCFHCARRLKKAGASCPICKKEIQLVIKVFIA
# Target sequence (Q00987 whole entry, looked up): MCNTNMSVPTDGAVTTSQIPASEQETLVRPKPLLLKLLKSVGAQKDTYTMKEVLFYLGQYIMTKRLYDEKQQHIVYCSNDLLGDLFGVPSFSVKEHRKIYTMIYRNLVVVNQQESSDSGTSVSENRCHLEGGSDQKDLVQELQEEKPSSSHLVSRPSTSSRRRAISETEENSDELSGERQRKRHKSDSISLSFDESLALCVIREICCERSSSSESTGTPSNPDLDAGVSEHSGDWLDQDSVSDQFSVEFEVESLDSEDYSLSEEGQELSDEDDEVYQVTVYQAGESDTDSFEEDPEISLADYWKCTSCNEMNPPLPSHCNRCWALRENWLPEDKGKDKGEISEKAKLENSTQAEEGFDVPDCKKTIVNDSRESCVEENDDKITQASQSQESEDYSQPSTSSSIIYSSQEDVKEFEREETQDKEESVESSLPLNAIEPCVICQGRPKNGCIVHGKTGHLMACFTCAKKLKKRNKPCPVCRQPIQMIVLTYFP
# An asterisk follows results filed as active; / = not tested or not shown.
SMILES,NLRP3 yeast inh,UPR XBP1 act,tim23-1 inh,tim10-1 inh,APJ ag,TIM10 inh,CHOP UPR activ,GRIN3A LBD mod,Mdm2-MdmX inh
O=C(Cc1ccc(O)cc1)NCCNC(=S)NCc1ccccc1,16,-3,15,3,4,-14,-0.9,0,-4
C[C@H](CO)N1C[C@H](C)[C@@H](CN(C)S(C)(=O)=O)Oc2ccc(NC(=O)Nc3ccccc3)cc2C1=O,7,-2,-8,-15,-3,4,1.5,-2,11
CC12CCC(C(=O)N(CC(O)CN3CCCCC3)C1=O)C2(C)C (stereo unspecified),15,2,-13,-23,-1,-11,-2.5,-14,10
CSc1nnc2c(n1)OC(c1ccsc1)N(C(C)=O)c1ccccc1-2 (stereo unspecified),13,-1,11,14,1,6,-2.0,2,9
Cc1ccc2nc(NC(=O)c3ccc(S(=O)(=O)N4CCCc5ccccc54)cc3)sc2c1,2,3,-2,3,-3,10,11,7,23
CC1CCCCN1C(=O)Cn1cc(C(=O)c2ccco2)c2ccccc21 (stereo unspecified),8,-3,4,12,-4,2,-2.3,0,13
CCN(C(=O)c1ccc(Cl)c([N+](=O)[O-])c1)c1ccccc1,7,1,20,9,-7,-17,0.3,-2,-1
O=C(COC(=O)C1CC(O)CN1C(=O)Oc1ccccc1)c1ccc(Br)cc1 (stereo unspecified),4,0,11,14,-5,20,-0.8,0,5
CCCN1C2CCCC1CC(NC(=S)Nc1cc(C)cc(C)c1)C2 (stereo unspecified),17,-2,7,9,-3,4,1.1,-1,25
Cn1c(Cc2ccccc2)nnc1SCC(=O)NC1CC1,4,-3,-3,-11,-1,6,2.0,-1,-3
CC1=C(C(=O)NC2CCCc3c2cnn3-c2cc(F)cc(F)c2)OCCO1 (stereo unspecified),4,-3,12,15,8,18,0.2,0,25
CC(C)c1ccc(NC(=O)N2CCOCC2)cc1,11,1,-3,11,-2,6,9.5,1,7
Fc1cccc(Cl)c1COc1ccc(-c2nnco2)cc1,29,2,34,-6,-4,0,1.8,-2,28
Cc1ccc(NC(=O)c2ccc(S(=O)(=O)N3CCCCCC3)cc2)nc1,7,5,28,22,1,-1,1.8,-3,25
CC1CCC(C(C)C)C(OC(=O)CSc2nccc(=O)[nH]2)C1 (stereo unspecified),26,-2,27,17,-6,-12,-2.5,-2,3
C#CCOCCOCCOCCNc1nc(N2CCN(C(=O)CCCCCCCCCCNC(=O)[C@H]([C@@H](C)CC)n3cc(CCCCN=C(N)N)nn3)CC2)nc(N2CCN(C(=O)CCCCCCCCCCNC(=O)[C@H]([C@@H](C)CC)n3cc(CCCCN=C(N)N)nn3)CC2)n1,30,8,18,7,71*,8,4.1,/,-24
O=C(Nc1ccc(N2CCN(C(=O)c3ccccc3)CC2)cc1)c1ccc2c(c1)OCCO2,13,1,10,14,0,2,1.6,2,8
CN(Cc1ccccc1)c1nc2c(c(=O)n(C)c(=O)n2C)n1CCSc1ncccn1,3,-1,30,23,-5,9,0.0,0,-19
COc1ccc(C2C3(C#N)C(N)=NC(OC)(OC)C23C#N)cc1 (stereo unspecified),19,2,6,-3,-2,16,0.5,1,43
Cc1cc(-c2nc(C)c(-c3nnc(SCC(=O)Nc4ccc(Cl)cc4)n3C)s2)no1,-6,0,-29,-17,-5,-21,6.3,1,30
OCCn1c(SCCOc2ccccc2)nc2ccccc21,15,-2,19,20,2,12,-1.0,1,0
CCCn1c(N)c(N(CCOC)C(=O)c2ccc(F)cc2F)c(=O)[nH]c1=O,15,-3,16,24,1,-7,-1.0,-5,1
Cn1c(=O)c2c(nc(Oc3ccc4c(c3)OCO4)n2Cc2ccc(F)cc2)n(C)c1=O,7,-1,-27,24,0,-23,0.9,-2,17
COc1cccc(NC(=O)COc2ccc(N3CC(C(=O)NCC(C)C)CC3=O)cc2)c1 (stereo unspecified),8,-1,-3,14,1,4,1.3,0,6

# In the list so far, 2 have an aryl methoxy group.
SMILES,NLRP3 yeast inh,UPR XBP1 act,tim23-1 inh,tim10-1 inh,APJ ag,TIM10 inh,CHOP UPR activ,GRIN3A LBD mod,Mdm2-MdmX inh
COc1ccc(C2C3(C#N)C(N)=NC(OC)(OC)C23C#N)cc1 (stereo unspecified),19,2,6,-3,-2,16,0.5,1,43
COc1cccc(NC(=O)COc2ccc(N3CC(C(=O)NCC(C)C)CC3=O)cc2)c1 (stereo unspecified),8,-1,-3,14,1,4,1.3,0,6

# Remaining list, next part:
SMILES,NLRP3 yeast inh,UPR XBP1 act,tim23-1 inh,tim10-1 inh,APJ ag,TIM10 inh,CHOP UPR activ,GRIN3A LBD mod,Mdm2-MdmX inh
COc1ccccc1NS(=O)(=O)c1ccc(Cl)c(NC(=O)C(C)N2C(=O)c3ccccc3C2=O)c1 (stereo unspecified),1,-2,7,9,0,9,1.0,-4,5
CC1=CC2=NC(=O)/C(=C/c3coc4ccc(Cl)cc4c3=O)C(=N)N2O1,8,3,44,32,11,21,-0.2,-1,-22
Cc1ccc(CCSCC(=O)O)cn1,-14,1,-6,1,-1,-7,-1.4,-1,0
O=C(O)c1cccc(OCCN2CCCC2=O)c1,21,-1,-9,-15,0,0,2.0,1,12
O=C(CCc1ccc(S(=O)(=O)N2CCOCC2)cc1)Nc1ccc(F)c(F)c1F,-7,-2,7,6,-2,-4,0.0,1,-7
CCc1nc(Nc2ccc(N3CCN(C(C)=O)CC3)cc2)c2oc3ccccc3c2n1,4,10,20,-5,3,21,-1.7,2,-2
COc1ccc(-c2cc(C(=O)OCC(=O)NC3CC3)c3ccccc3n2)cc1,37,1,43,24,-3,18,3.6,-9,13
Cc1ccc(N2CC(C(=O)N3CCC(C(=O)NC(C)(C)C)CC3)CC2=O)cc1 (stereo unspecified),6,5,13,6,-3,-14,0.3,-1,0
CC1CN(C2CCN(C(=O)COc3ccc(Cl)cc3)CC2)CC(C)O1 (stereo unspecified),17,-1,-4,-20,-8,-16,-0.7,-1,25
O=C(NCc1ccc(C(F)(F)F)cc1)C1CC(c2c(Cl)cccc2Cl)=NO1 (stereo unspecified),24,-1,28,34,-6,22,1.2,-15,15
Nc1nc2c(nc(SCc3ccccc3Br)n2[C@@H]2O[C@H](CO)[C@@H](O)[C@H]2O)c(=O)[nH]1,-2,-1,4,25,5,11,1.1,-6,-2
CCCCCc1nnc(NC(=O)C(=O)OCC)s1,-2,-4,9,12,-2,7,-2.5,2,13
CC(=O)Nc1ccc(NC(=S)NC(=O)/C=C/c2ccc(Cl)cc2)cc1,41,-3,-23,-20,-2,-16,-1.6,-5,33
Cc1cc(NC(=O)CCl)n(-c2nc3ccccc3s2)n1,9,3,-16,7,-2,15,11,2,-1
CCc1ccc(N2C(=O)C3NN=C(C(=O)OCc4ccccc4)C3C2=O)cc1 (stereo unspecified),9,-2,-1,12,-1,-1,-0.3,-1,-8
CCCC(C(=O)O)n1c(O)c(C=C2N=c3ccccc3=N2)sc1=S (stereo unspecified),10,-3,17,0,0,-13,-0.7,-6,5
COc1cc(-c2nnc3n2CCCCC3)cc(OC)c1OC,-10,0,3,5,-2,-11,0.0,1,-10
COc1ccc(CCNC(=O)CSc2nn(-c3ccccc3)c(=S)s2)cc1OC,12,-2,4,2,-1,-5,-0.5,19*,-25
O=C1OC(/C=C/c2ccc(Cl)cc2)=NC/1=C/c1ccco1,1,0,60*,34,-3,24,2.0,0,30
CC(C)C(NCc1c(Cl)cccc1Cl)C(=O)O (stereo unspecified),3,1,0,20,-5,10,1.4,3,11
O=C(/C=C/c1ccccc1Cl)N(Cc1ccc(Cl)cc1)C1CCS(=O)(=O)C1 (stereo unspecified),20,-1,4,-39,-2,11,2.1,-9,23
COc1ccccc1-c1ccc(SCc2ccc(F)cc2)nn1,35,4,21,17,-2,-6,2.4,0,-15
Cc1cc(=O)oc2cc(OC(C)C(=O)NCCCn3ccnc3)ccc12 (stereo unspecified),7,-2,15,16,-3,-6,1.7,-1,7
Cc1ccccc1NC(=O)Cc1nc(COC(=O)C(NC(=O)c2ccccc2C)C(C)C)cs1 (stereo unspecified),1,-1,25,25,-3,13,2.0,4,6

# Next part; it opens with the five that closed the last part.
SMILES,NLRP3 yeast inh,UPR XBP1 act,tim23-1 inh,tim10-1 inh,APJ ag,TIM10 inh,CHOP UPR activ,GRIN3A LBD mod,Mdm2-MdmX inh
CC(C)C(NCc1c(Cl)cccc1Cl)C(=O)O (stereo unspecified),3,1,0,20,-5,10,1.4,3,11
O=C(/C=C/c1ccccc1Cl)N(Cc1ccc(Cl)cc1)C1CCS(=O)(=O)C1 (stereo unspecified),20,-1,4,-39,-2,11,2.1,-9,23
COc1ccccc1-c1ccc(SCc2ccc(F)cc2)nn1,35,4,21,17,-2,-6,2.4,0,-15
Cc1cc(=O)oc2cc(OC(C)C(=O)NCCCn3ccnc3)ccc12 (stereo unspecified),7,-2,15,16,-3,-6,1.7,-1,7
Cc1ccccc1NC(=O)Cc1nc(COC(=O)C(NC(=O)c2ccccc2C)C(C)C)cs1 (stereo unspecified),1,-1,25,25,-3,13,2.0,4,6
COCC1CCCN(C(=O)c2ccc(OC3CCN(Cc4ccccn4)CC3)cc2)C1 (stereo unspecified),-9,-1,7,-3,-3,-5,-0.8,0,5
CC(=O)Nc1ccc(-c2ccc(NC(C)=O)c(O)c2)cc1O,-23,-1,-2,-15,13,11,1.4,-3,-12
O=C(NCCc1ccccc1)C1(S(=O)(=O)c2ccc(Cl)cc2)CC1,22,-3,16,8,-4,14,3.7,1,-11
Cc1cc(C)nc(NS(=O)(=O)c2ccc(NC(=O)CSc3nc4ccccc4[nH]3)cc2)n1,26,-5,6,7,-2,5,-2.9,-4,15
O=C1Oc2ccccc2C(=O)/C1=C\N1CCN(c2ccccc2)CC1,10,0,8,9,-6,-7,-1.3,-1,18
COC(=O)c1ccccc1OCc1cccc(C)n1,18,2,-6,21,-3,-11,-1.0,-7,-10
CCOc1ccc(CNC(=O)C2CCN(S(=O)(=O)N3CCCC3)CC2)cc1OC,14,0,10,-11,-7,3,-2.7,0,15
CCN(c1ccccc1)S(=O)(=O)c1ccc(OC)c(NC(=O)Cc2ccc(OC)c(OC)c2)c1,-4,-4,17,18,-1,5,0.1,0,-13
Cc1ccc2oc(=O)c3cc(C(=O)NCCN4CCc5ccccc5C4)sc3c2c1,16,-3,3,13,-4,32,0.4,-4,1
Cc1ccc(C(c2c(C)[nH][nH]c2=O)c2c(C)[nH][nH]c2=O)cc1[N+](=O)[O-],4,-2,6,6,-1,11,0.1,6,-26
COCCN(Cc1ccccc1)C(=O)c1c(C)nn(-c2ccccc2)c1C,6,0,30,15,5,25,1.3,-2,-10
Cc1cc(Cl)ccc1OC(C)C(=O)Nc1ccc(S(=O)(=O)N2CCOCC2)cc1 (stereo unspecified),14,-4,33,33,8,11,1.6,4,41
O=C(C1CCN(S(=O)(=O)c2ccccc2F)CC1)N1CCc2ccccc21,7,6,37,5,-3,3,0.7,0,-13
Cc1ccc(NC(=O)Nc2nnc(Cc3ccc(F)cc3)s2)cc1,13,0,7,32,-1,13,-0.3,4,55*
NC(N)=Nc1nc(C2COc3ccccc3O2)cs1 (stereo unspecified),5,-3,-1,11,-2,10,2.3,-1,-114
O=C(CCc1ccccc1)Nc1cc(C(=O)O)cc(C(=O)O)c1,8,-2,5,-5,-3,11,0.4,-1,-7
